Dynein cargo inh = blocks dynein driven cargo transport along microtubules | 3617.4 mouse cells, GR-EGFP nuclear translocation imaging; test concentration mostly 20 µM; stimulated with dexamethasone, 1 µM; stronger effect = lower value | z-score, hits read low | 220,000 compounds, 0.47% hits | AID 1381;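 active = plate z-score of nuclear minus cytoplasmic receptor signal below a set negative limit, without overly bright fluorescence or cell loss, cut at about -3.5 in these data, passing the limit was not always enough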;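 also: z-score of nuclear minus cytoplasmic ring GR-EGFP intensity difference per well; some compounds called inactive have numbers as strong as hits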
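medium = tetracycline-free induction medium containing charcoal-stripped FBS | probe or stimulus = dexamethasone, 1.0 µM final | timing = 48 h induction, then 1 h compound, then 30 min agonist, 37 °C | detection = automated 10x imaging of fixed Hoechst-stained cells | read-out basis = nuclear versus cytoplasmic GR-EGFP signal, averaged per well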
M1AAP inhibition = malaria alanyl aminopeptidase activity blockers – biochemical, fluorogenic H-Leu-NHMec substrate, 1536-well (AID 1445); recombinant M1AAP, H-Leu-NHMec fluorogenic kinetic assay; higher % means a stronger effect; 220,000 compounds, 0.42% hits; one-dose inhibition, % at 30 µM; IC50 in µM for titrated hits;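 active = primary inhibition above the hit cutoff, then over 50% inhibition at one or more dose response concentrations, cut at about 23% in these data, passing the limit was not always enough; inconclusive = conflicting primary data, or primary hits not chosen for dose response; inactive = low primary inhibition, or under 50% at every dose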;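 also: plate controls were DMSO full reaction for no effect and no enzyme background for full effect; strong numbers were not always called active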
Ins promoter up = MIN6 insulin promoter up-regulation. MIN6 insulin promoter-GFP reporter, high-content imaging; stronger effect = higher value. z-score at 5 µM. 190,000 compounds, 0.3% hits. AID 1625;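 active = z-score above 3 at 5 µM with at least 500 cells counted in the well; inconclusive = wells under 500 cells, flagged as cytotoxic or low count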
Yfh1-off respiration = mitochondrial function rescue without frataxin homolog – Friedreich's ataxia, plus single-dose screen, dose response (AID 1465); one-dose fold induction at 50 µM; EC50 in µM for titrated hits; 220,000 compounds, 0.074% hits; S. cerevisiae Yfh1-off respiration, WST-1 reduction, 72 h; higher fold induction means a stronger effect;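 active = fold induction of absorbance versus untreated yeast above a set limit, then at least 30% activation at any dose in follow-up; inconclusive = repeats straddling the limit, or above it without dose testing; inactive = fold induction below the set limit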;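 also: activators that raise dye reduction in frataxin-depleted yeast; strong numbers were not always called active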
M17LAP inhibition = P. falciparum M17LAP inhibitors, primary screen, biochemical, fluorogenic H-Leu-NHMec substrate, 1536-well (AID 1619); recombinant M17LAP, H-Leu-NHMec fluorogenic kinetic assay; higher % means a stronger effect; 220,000 compounds, 0.38% hits; inhibition, % at 30 µM, or IC50 in µM where a hit was titrated;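 active = compound inhibiting the enzyme by more than half at any dose during confirmatory dose-response retesting; inconclusive = strong single-dose inhibitors picked by rank but not retested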;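 also: plate controls were full reaction with DMSO carrier for no effect and no enzyme background for full effect; strong numbers were not always called active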
Lipid droplet = hepatic lipid droplet formation modulation. AML12 mouse hepatocytes, oleate lipid droplets, BODIPY imaging. inhibition, % at 6.5 µM. 240,000 compounds, 0.4% hits. AID 1656;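 active = lipid droplet intensity inhibited by at least 50%, with more than 500 cells counted; inconclusive = wells with under 300 cells, treated as cytotoxic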
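System: AML12 hepatocytes (mouse). Probe or stimulus: oleic acid at 100 µM to induce lipid droplet formation. Times: overnight treatment with compound plus oleate. Detection: Image-based BODIPY and DAPI two-channel analysis. Evaluation: percent inhibition of filter-corrected integrated lipid droplet intensity per well.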
ER stress rescue = rescue of cells from ER stress-induced death, primary screen, 384-well, CSM14.1, thapsigargin, ATP luminescence (AID 1222); CSM14.1 thapsigargin-induced death rescue, ATP luminescence; higher % means a stronger effect; cellular ATP content (survival), % at 20 µM, or EC50 in µM where a hit was titrated; 190,000 tested, under 10 active;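 active = EC50 below 50 µM in the dose-response confirmation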;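 also: death triggered by thapsigargin at about 15 µM added after 2 h compound pretreatment; cell ATP read after overnight thapsigargin exposure of roughly 18 to 22 hours; normalized against plate controls of thapsigargin alone and 5% DMSO vehicle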
MT stabilize HCS = stabilizes microtubules in HeLa cells; AID 2205; 200,000 compounds, 0.83% hits; % tubulin-high responders, % at 10 µM; HeLa tubulin immunostaining HCS, 24 h; share of cells brighter than vehicle mean+2SD;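 active = plate Z-score above 3 for both tubulin-high and condensed-nucleus cell shares, with cell loss under 80%, at 10 µM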;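 also: anti alpha tubulin signal scored within the nucleus-defined area of each cell; some results filed as inactive read as strong as hits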
Autophagy mod = autophagy modulation, high-content screen; MEF GFP-LC3 puncta imaging; test concentration mostly 10 µM; calls only at 10 µM (by protocol); 190,000 compounds, 0.98% hits;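 active = percentage of spot-positive cells more than 3 SD above its plate mean, without a fluorescence outlier flag or 80% toxicity; inconclusive = no clear call, values can overlap the other calls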;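 also: spot-positive cell cutoff set from DMSO-treated cells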
Dynein cargo inh cytoplasmic EGFP = second read-out of Dynein cargo inh, no call of its own (marks repeat the call); z-score; measured here: cytoplasmic GR-EGFP intensity; stronger effect = higher value
Dynein cargo inh nuclear GR-EGFP = also measured in Dynein cargo inh; calls as there; z-score; measured here: nuclear GR-EGFP intensity;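 lower value marks the stronger effect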
Dynein cargo inh cell count = second read-out of Dynein cargo inh, no call of its own (marks repeat the call); z-score; measured here: cell count per field
Ins promoter up cell count = also measured in Ins promoter up; calls as there; cell count; measured here: cytotoxicity, nuclei count;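 total cells summed across four imaged fields per well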
Lipid droplet cells 6.5 µM = also measured in Lipid droplet; calls as there; cell count; measured here: cell count, cytotoxicity flag;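 cells counted across two imaged fields per well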
MT stabilize HCS Hoechst-high % = further read-out of MT stabilize HCS, marked with its call; % Hoechst-high responders; measured here: nuclear condensation Hoechst responders;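 share of cells brighter than vehicle mean plus two SD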
MT stabilize HCS cytotoxicity % = second read-out of MT stabilize HCS, no call of its own (marks repeat the call); toxicity, %; measured here: cytotoxicity by cell density;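 0% = mean cell density of plate MIN control wells and 100% = no cells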
Autophagy mod cell loss 18 h = recorded beside Autophagy mod, whose call it bears; toxicity, %; measured here: cell loss, nuclei count;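 cell loss after 18 h compound exposure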
* marks the source's active call; other numbers are inactive results; i = inactive; ? = inconclusive; nt = no result given.

SMILES	Dynein cargo inh	Dynein cargo inh cytoplasmic EGFP	Dynein cargo inh nuclear GR-EGFP	Dynein cargo inh cell count	M1AAP inhibition	Ins promoter up	Ins promoter up cell count	Yfh1-off respiration	M17LAP inhibition	Lipid droplet	Lipid droplet cells 6.5 µM	ER stress rescue	MT stabilize HCS	MT stabilize HCS Hoechst-high %	MT stabilize HCS cytotoxicity %	Autophagy mod	Autophagy mod cell loss 18 h
Cc1ccc(-c2nnn(CC(=O)N(c3cnc4ccccc4c3)C(C(=O)NC3CCCC3)c3ccncc3)n2)o1 (centres undefined)	0.99	-0.29	0.72	-0.85	4%	0.96	1282	i	-3%	-13	702	0.2%	2.5	3.3	8.3	i	7
O=C(O)c1c(Cl)c(Cl)c(Cl)c(Cl)c1C(=O)N1CCOCC1	0.85	-0.099	0.32	-1.4	8%	-1	1190	i	9%	-6	702	-1.8%	3.0	2.4	3.3	i	-5
COc1ccc(NC(=O)Cn2nc([N+](=O)[O-])c(Cl)c2C)cc1OC	-0.13	-0.18	0.32	-0.22	2%	-0.48	1042	i	2%	1	688	nt	nt	nt	nt	nt	nt
Cc1ccc([N+](=O)[O-])cc1N=C(c1cccc(Br)c1)N1CCOCC1	0.71	-0.19	0.72	-0.61	0%	-0.37	1453	i	-6%	nt	nt	-2.4%	1.8	1.2	3.9	i	-17
CCOC(=O)c1cc2cc(C)ccc2[nH]1	-0.8	0.58	-0.28	0.6	11%	0.07	928	i	1%	1	774	0.5%	2.8	1.7	4.7	i	-12
O=S(=O)(c1ccccc1F)N1CCN(CC(O)c2ccccc2)CC1 (centres undefined)	-0.29	-0.3	0.36	0.8	6%	0.09	1342	i	1%	-6	611	1.0%	3.5	2.3	1.8	i	10
CCOc1cc(C(=O)Nc2ccc(NC(C)=O)cc2)ccc1OCC(=O)N1CCCCC1	0.76	-0.16	0.57	-0.064	-2%	0.26	1409	i	15%	1	645	-1.1%	5.8	2.0	3.2	i	24
COc1ccccc1NC(=O)CCN1CCCCCC1	0.48	-0.29	0.63	-0.99	-1%	0.3	1409	i	6%	nt	nt	-0.4%	3.5	2.2	11	i	2
CCC(=O)NC(c1ccc([N+](=O)[O-])cc1)c1c(O)ccc2ccccc12 (centres undefined)	-0.43	-0.2	-0.52	1.2	4%	0.02	1793	i	2%	18	674	-0.5%	3.4	2.1	5.3	i	-17
Cc1ccc2cc(CN(C(=O)c3cccnc3)C(C)C)c(=O)[nH]c2c1	0.21	-0.37	0.46	-0.11	-3%	0.64	843	i	1%	0	682	-2.3%	1.8	1.7	4.5	i	15
O=C(N/N=C/c1cccc(OCC(=O)N2CCCC2)c1)C(=O)Nc1ccccc1F	-0.39	-0.31	-0.44	0.54	5%	-0.05	1194	i	26%	-19	635	1.8%	3.7	2.3	3.3	i	-8
CC1(C)CC(=O)c2cn3c(nc2C1)nc1ccccc13	-0.93	-0.41	-0.15	-0.23	-1%	-0.05	1094	i	7%	-5	739	-0.6%	4.4	1.9	7.7	i	20
N=c1ccn(Cc2ccc(Cl)cc2Cl)cc1	-0.25	-0.17	0.16	0.65	10%	nt	nt	i	0%	-14	680	-3.1%	2.4	1.3	0.2	i	14
COc1ccc(/C=C/C(=O)N(C)c2ccccc2C(=O)O)cc1	0.085	-0.36	0.2	0.62	8%	1.5	1369	i	36%	-4	661	0.1%	4.1	2.4	6.0	i	-2
C[n+]1ccccc1N1CCN(c2ccccc2Cl)CC1	-0.78	-0.24	-0.87	0.45	15%	0.18	1255	i	11%	13	675	-3.3%	1.9	3.2	3.8	i	4
COc1ccc(OCC(=O)Nc2cc(C)c(Cl)cc2OC)c([N+](=O)[O-])c1	0.43	0.21	0.68	-0.47	-1%	0.68	1403	i	5%	5	651	-0.4%	3.5	2.2	7.2	i	-9
COc1ccc(OC)c(NC(=O)CCN2CCCCC2)c1	-0.08	-0.19	-0.66	1.2	8%	0.17	1313	i	7%	-2	780	-2.1%	3.7	1.8	3.5	i	2
CCN(C(=O)COC(=O)CNC(=O)c1ccc2ccccc2c1)C1CCS(=O)(=O)C1 (centres undefined)	0.64	-0.38	0.48	1.2	1%	0.57	1204	i	4%	-7	721	0.1%	4.8	3.5	8.1	i	-5
COC(=O)c1noc(C)c1-c1ccnn1C(=O)c1ccc(Cl)cc1	1.4	-0.19	0.48	-0.9	5%	nt	nt	i	-3%	1	625	nt	nt	nt	nt	nt	nt
N#Cc1c(NC(=O)CCN2C(=O)c3ccccc3C2=O)oc(-c2ccccc2)c1-c1ccccc1	-2.7	3.6	-1.4	-4.4	6%	-0.27	1277	?	4%	nt	nt	2.0%	3.2	3.6	12	i	10
Cc1cc(NC(=O)CN2CCN(c3ncccn3)CC2)no1	-0.48	-0.18	-0.2	0.79	-1%	-0.42	1193	i	16%	nt	nt	-0.9%	3.6	3.6	9.8	i	-8
O=C(NCCCN1CCCCC1)c1ccc2c(c1)NC(=O)C(N1CCCCC1)S2 (centres undefined)	0.06	-0.24	-0.39	0.27	3%	-1.3	1469	i	-9%	nt	nt	2.6%	3.5	2.7	2.9	i	27
Cc1nnc(NC(=O)CCNC(=O)c2ccccc2Cl)s1	-0.84	-0.16	-0.31	-0.37	3%	nt	nt	i	10%	3	695	0.0%	2.3	2.2	4.1	i	3
COc1ccc(CCNC(=O)c2c(N)no[n+]2[O-])cc1OC	-0.49	-0.12	-0.19	0.17	0%	0.71	1629	i	-4%	-10	665	0.1%	2.3	2.5	3.9	i	-10
O=C(CSc1c(Cl)cccc1Cl)N1CCC(c2nc3ccccc3s2)CC1	-0.91	-0.22	-0.55	1	-7%	-0.15	1646	i	-8%	nt	nt	-0.3%	1.9	0.7	11	i	25
COc1cc(/C=N/NC(=O)c2ccncc2)ccc1OCc1cnc(Cl)s1	0.26	-0.29	0.3	0.1	7%	0.09	1372	i	-1%	6	658	0.1%	2.6	2.1	6.0	i	12
O=C(/C=C/c1ccc(Cl)c(Cl)c1)NCc1ccco1	0.44	-0.14	0.37	-1.1	5%	0.63	1355	i	16%	-2	671	9.2%	2.2	2.4	10	i	4
CSc1ccccc1NC(=S)NC1CCCCC1	0.45	-0.16	0.26	-0.44	-2%	0.46	1425	i	14%	9	725	-0.1%	2.1	1.9	6.4	i	-4
COc1ccc(Oc2c(C)oc3cc(OC(=O)N4CCOCC4)ccc3c2=O)cc1	0.29	-0.27	0.29	0.49	2%	-0.87	1219	i	-4%	1	757	-2.3%	2.7	2.7	6.3	i	-10
Cc1ccc(C)c(N(C(=O)CS(=O)CC(=O)Nc2ccc3c(c2)OCO3)C(C)C(=O)NC2CCCC2)c1 (centres undefined)	-0.92	-0.25	-0.59	0.27	-4%	nt	nt	i	-14%	-20	710	-5.5%	2.9	2.3	2.4	i	-3
CCCc1c(C)nc2ccc(OC)cc2c1SCCC(=O)O	-0.0063	-0.19	0.076	0.55	1%	0.06	1327	i	4%	-35	471	3.1%	2.6	1.6	11	i	6
COC(=O)Cn1c(=O)c(C)nc2ccccc21	-1.1	-0.19	-0.51	1.3	9%	0.53	1377	i	-1%	10	737	nt	4.4	2.7	7.3	i	-10
Cc1cc(NC(=O)C2CCCC2)n(-c2nc3ccccc3[nH]2)n1	0.64	-0.064	0.75	-0.88	-3%	0.86	1541	i	4%	nt	nt	4.0%	2.7	2.3	0.9	i	0
Nc1nc(N2CCN(C(=O)c3ccco3)CC2)nc2ccccc12	0.63	-0.19	0.32	0.14	6%	nt	nt	i	-74%	-16	722	-1.1%	3.0	2.3	5.9	i	-4
Cc1ccc(C(=O)COC(=O)c2cc(=O)[nH]c3ccccc23)cc1C	-1.1	-0.36	-0.61	1	4%	0.32	1419	i	10%	10	714	-3.8%	1.4	1.8	1.2	i	-4
COc1ccc(S(=O)(=O)CC(O)CN2CCCC2=O)cc1 (centres undefined)	-0.21	0.12	-0.24	0.7	2%	1.6	1520	i	-6%	nt	nt	-1.3%	3.5	1.8	13	i	-1
COc1ccc(OC)c2sc(NC(=O)c3ccc(Cl)s3)nc12	2.2	-0.077	1.3	-1	5%	-0.28	742	i	16%	nt	nt	0.0%	2.6	3.8	6.5	i	-4
O=C1Cc2ccccc2C(c2ccc(Br)cc2)N1 (centres undefined)	-0.086	-0.16	0.27	-0.34	3%	1.2	878	i	-17%	5	819	0.0%	1.1	1.3	6.8	i	-12
